Compound activity from PubChem.
GRK2 inh = human GRK2 inhibition via aptamer displacement. inhibition of aptamer binding, % at 10 µM. bead flow cytometry, FAM-aptamer displacement from GRK2. AID 488847. P25098. 330,000 tested, 0.59% active;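 active = inhibition of aptamer binding above 40%, roughly 3 SD of noise, on plates passing a quality check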;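 note: median bead fluorescence of bound FAM aptamer so fluorescent compounds give negative values; no value below 0 was filed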
AGP1 TOR yeast = alters AGP1-GFP fluorescence in TOR pathway yeast screen | S. cerevisiae AGP1-GFP multiplex flow cytometry, 3 h; GFP as percent of DMSO wells | GFP response vs DMSO, % at 10 µM | 320,000 tested, 0.02% active;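 active = GFP response relative to DMSO above a set limit, near screen average plus 3 SD, cut at about 150% in these data; inconclusive = fewer than 70 cells counted for the yeast strain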;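 note: median GFP channel fluorescence of the gated AGP1 strain per well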
CR mimetic SO = yeast age-related superoxide inhibition as caloric restriction mimetic; superoxide response (% of plate mean), % at 10 µM; 330,000 tested, 0.18% active; S. cerevisiae aged cells, superoxide DHE fluorescence; active compounds read low;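 active = superoxide response under a set limit, about three screen SD below normal, cut at about 65% in these data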;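 note: yeast aged for seven days with compound at 30 °C before DHE staining; 100% = average MFI of all compound-treated wells on the plate with controls excluded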
LAP4-GFP MLPCN = alters LAP4-GFP fluorescence in TOR pathway yeast screen. 320,000 tested, 0.34% active. S. cerevisiae LAP4-GFP multiplex, flow cytometry GFP, 3 h; median GFP as percent of DMSO wells. GFP response vs DMSO, % at 10 µM;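 active = GFP response vs DMSO above a set limit, about the screen mean plus 3 SD, cut at about 150% in these data; inconclusive = under 70 cell events counted for the yeast strain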
VLA-4 inh = inhibition in a human VLA-4 binding assay; P13612; VLA-4 expressing cells, ligand binding flow cytometry; inhibition, % (about 7 µM as worked out from the volumes in the protocol); 330,000 tested, 0.2% active; AID 2557; in the data active = inhibition above about 50%
Target sequence (P13612 whole entry, looked up): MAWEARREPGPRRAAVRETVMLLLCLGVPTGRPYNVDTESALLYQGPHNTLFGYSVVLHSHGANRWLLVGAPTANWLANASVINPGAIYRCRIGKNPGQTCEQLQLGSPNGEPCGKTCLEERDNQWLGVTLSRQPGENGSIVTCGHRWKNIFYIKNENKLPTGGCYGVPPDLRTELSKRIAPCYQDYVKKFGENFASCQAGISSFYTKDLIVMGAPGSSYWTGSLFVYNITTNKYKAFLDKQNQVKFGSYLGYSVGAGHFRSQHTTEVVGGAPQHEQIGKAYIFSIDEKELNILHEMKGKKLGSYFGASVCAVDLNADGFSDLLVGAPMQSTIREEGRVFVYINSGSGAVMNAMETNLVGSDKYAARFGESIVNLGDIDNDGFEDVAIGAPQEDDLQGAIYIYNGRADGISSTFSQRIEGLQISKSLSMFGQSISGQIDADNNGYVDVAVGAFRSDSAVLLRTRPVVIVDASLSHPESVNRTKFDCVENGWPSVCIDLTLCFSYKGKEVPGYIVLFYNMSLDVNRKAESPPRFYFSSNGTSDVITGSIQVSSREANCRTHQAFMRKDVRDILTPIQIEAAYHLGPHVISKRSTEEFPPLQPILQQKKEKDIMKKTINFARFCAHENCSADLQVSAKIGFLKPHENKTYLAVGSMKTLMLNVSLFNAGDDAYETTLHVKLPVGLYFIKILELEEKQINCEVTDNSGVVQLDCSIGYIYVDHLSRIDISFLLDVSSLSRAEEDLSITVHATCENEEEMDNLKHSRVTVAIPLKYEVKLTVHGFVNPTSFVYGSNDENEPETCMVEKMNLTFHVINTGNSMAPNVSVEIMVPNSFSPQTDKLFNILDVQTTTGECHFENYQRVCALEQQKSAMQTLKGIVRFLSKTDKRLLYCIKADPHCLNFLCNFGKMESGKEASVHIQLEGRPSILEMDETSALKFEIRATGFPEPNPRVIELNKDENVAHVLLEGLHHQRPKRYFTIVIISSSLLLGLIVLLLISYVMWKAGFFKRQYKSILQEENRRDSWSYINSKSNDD
CIT2 TOR yeast = modulators of TOR pathway CIT2-GFP in S. cerevisiae; S. cerevisiae CIT2-GFP strain, flow cytometry, 3 h; 100 means same as DMSO wells; 320,000 tested, 0.065% active; GFP response vs DMSO, % at 10 µM;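 active = GFP response relative to DMSO above a set limit, near the screen mean plus 3 SD, cut at about 150% in these data; inconclusive = Fewer than 70 cells measured for a yeast strain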;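 note: ratio of well median GFP fluorescence to mean of DMSO wells on the plate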
MEP2 TOR yeast = alters MEP2-GFP fluorescence in TOR pathway yeast screen | GFP response vs DMSO, % at 10 µM | 330,000 tested, 0.51% active | AID 2016 | S. cerevisiae MEP2-GFP strain, flow cytometry GFP, 3 h; 100% = DMSO control level;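 active = GFP response versus DMSO above a set limit, roughly screen mean plus 3 SD, cut at about 180% in these data; inconclusive = fewer than 70 cells counted for a yeast strain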;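 note: median GFP fluorescence of the barcode-gated MEP2-GFP cells per well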
RPL19A-GFP yeast = modulators of TOR pathway RPL19A-GFP in S. cerevisiae. S. cerevisiae RPL19A-GFP strain, flow cytometry, 3 h; active compounds read low. percent response vs DMSO, % at 10 µM. 330,000 tested, 0.3% active. AID 2025;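 active = percent response vs DMSO below 50%; inconclusive = fewer than 70 events counted for the yeast strain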;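 note: median channel GFP fluorescence of the barcoded RPL19A-GFP strain; ratio of sample median GFP to plate DMSO average so 100% = DMSO; lower means less RPL19A-GFP as with rapamycin TOR inhibition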
Numbers without * were called inactive; ? = inconclusive; nt = not tested or not shown; [ ] = another dose, or the depositor's remark.

A first look (two entries):
SMILES	GRK2 inh	AGP1 TOR yeast	CR mimetic SO	LAP4-GFP MLPCN	VLA-4 inh	CIT2 TOR yeast	MEP2 TOR yeast	RPL19A-GFP yeast
Cc1ccc(C(=O)N2CCCCC2C(=O)O)o1 (stereo unspecified)	0	98	105	101	0	94	100	103
COc1ccc(N(CC(=O)Nc2cccc([N+](=O)[O-])c2C)S(C)(=O)=O)cc1OC	1	108	95	100	1	107	94	103

Main list, from the start:
SMILES	GRK2 inh	AGP1 TOR yeast	CR mimetic SO	LAP4-GFP MLPCN	VLA-4 inh	CIT2 TOR yeast	MEP2 TOR yeast	RPL19A-GFP yeast
Cc1ccc(C(=O)N2CCCCC2C(=O)O)o1 (stereo unspecified)	0	98	105	101	0	94	100	103
COc1ccc(N(CC(=O)Nc2cccc([N+](=O)[O-])c2C)S(C)(=O)=O)cc1OC	1	108	95	100	1	107	94	103
O=C(OCn1nnc2ccccc2c1=O)c1cccs1	1	98	94	117	5	90	103	100
Cc1nn(Cc2ccccc2Cl)c(C)c1C(=O)NCCN1C(=O)S/C(=C\c2ccccc2)C1=O	3	93	97	96	15	89	98	97
CCOC(=O)/C(=C\c1cn(C)c2ccccc12)[N+](=O)[O-]	4	59	91	207*	8	57	98	80
CCOc1ccc(-n2c(SCC(=O)NC(C)CC)nc3n[nH]c(C)c3c2=N)cc1 (stereo unspecified)	1	104	101	96	16	100	93	97
O=C(NCC(=O)N(c1ccc2c(c1)OCO2)C(C(=O)NC1CCCC1)c1cccs1)c1ccco1 (stereo unspecified)	2	105	106	105	2	106	108	101
NC(=O)c1ccccc1NC(=O)CN1CCOCC1	1	99	89	101	-8	94	104	100
CCN(CC)C(=O)Cn1cc(C(=O)C(=O)N2CCN(Cc3ccccc3)CC2)c2ccccc21	2	95	101	90	5	98	101	99
Cc1ccc(Cl)cc1NC(=O)CC1NC2CCCCC2NC1=O (stereo unspecified)	0	94	85	109	-3	83	106	91
Cc1ccc(NC(=O)CSc2nnc(C3CC3)n2CC2CCCO2)c(C)c1 (stereo unspecified)	18	102	87	93	-2	104	95	97
COc1cc(OC)cc(C(=O)N2CCC(C(=O)NCCc3ccccc3)CC2)c1	0	93	106	83	5	102	104	103
C=CCc1cc(C)cc(C)c1OCCn1cncn1	0	nt	95	88	-3	98	94	92
CCc1ccccc1OCC(=O)NNCC(=O)Nc1cccc(C#N)c1	3	97	101	102	4	99	99	97
CCCc1cc(=O)[nH]c(SCC(=O)Nc2ccc(OCc3ccccc3)cc2)n1	0	101	89	90	25	93	97	99
O=C(NCCN1CCOCC1)/C(=C/c1ccco1)NC(=O)c1ccccc1	4	98	86	77	2	112	96	107
COc1ccc(CCN(C)C(=O)/C=C/c2c(Cl)nc3ccccn23)cc1OC	0	93	106	91	32	84	90	97
O=C(CNS(=O)(=O)c1ccccc1)NCc1ccccn1	0	86	89	96	4	91	103	96
COc1ccc(S(=O)(=O)N2CCN(c3ccc4nnc(-c5ccccc5)n4n3)CC2)cc1	0	101	113	111	-1	97	102	101
CC1CCCCC1NC(=O)C(C)N1C(=O)c2ccccc2C1=O (stereo unspecified)	1	90	85	92	5	81	99	93
COc1ccc(NC(=O)C2CCCN(c3cc(C)nc4ncnn34)C2)cc1 (stereo unspecified)	0	103	95	105	1	100	104	97
COc1ccc(/C=N/OCC(=O)NC(c2ccccc2)c2ccccc2)cc1OC	0	100	108	90	17	106	103	107
CCN(Cc1ccccc1)c1ccc(/C=N/N=C(N)N)cc1	0	89	93	90	5	96	110	99
CCC1CCCCN1C(=O)CCc1nnc(Cc2cc(OC)ccc2OC)o1 (stereo unspecified)	7	103	103	99	1	105	105	106
Cc1ccc(N(CCC#N)C(=O)COC(=O)C2CCN(S(=O)(=O)c3ccc4c(c3)OCCO4)CC2)cc1	0	97	99	98	-9	90	84	96

(cont.)
SMILES	GRK2 inh	AGP1 TOR yeast	CR mimetic SO	LAP4-GFP MLPCN	VLA-4 inh	CIT2 TOR yeast	MEP2 TOR yeast	RPL19A-GFP yeast
COCCCn1c(=N)c(C(=O)NC2CCCCC2)cc2c(=O)n3ccccc3nc21	0	?	91	?	-7	?	232*[may fluoresce violet]	54[may fluoresce violet]
O=C1OC(/C=C/c2ccc(Cl)cc2)=NC/1=C/c1ccco1	1	84	97	118	-4	97	92	94
COc1ccc(CCN(C)c2ccc(S(=O)(=O)N3CCCC3)cc2[N+](=O)[O-])cc1OC	1	104	110	102	nt	98	108	101
Cc1cc(C)nc(Nc2ccc(Cl)cc2C)n1	0	93	99	98	6	102	111	101
Cc1cc(NS(=O)(=O)c2ccc(NC(=O)c3cnc4scc(C)n4c3=O)cc2)nc(C)n1	0	97	96	99	4	104	98	99
CC1(c2ccccc2)NC(=O)N(CC(=O)Nc2ccccc2C(=O)NC2CC2)C1=O (stereo unspecified)	1	108	92	104	-3	103	101	106
COc1ccc(OC)c(NC(=O)CSc2nccn2Cc2ccco2)c1	0	101	101	108	9	112	97	100
O=C(Oc1cccnc1)c1cc(S(=O)(=O)N2CCOCC2)ccc1Cl	4	105	94	98	23	98	103	96
CN1C(c2ccc(F)cc2)=CS/C1=C(\C#N)c1nnc2n1-c1ccccc1SC2	0	105	122	102	10	106	94	98
C=C(C)CSc1nc(N)c2c(C)c(C)sc2n1	0	101	103	104	20	101	101	96
COc1ccc(N(CC(=O)Nc2cc(Cl)ccc2OC)S(=O)(=O)c2c(C)[nH]c(=O)[nH]c2=O)cc1	0	105	97	106	0	102	96	96
Cn1c(=O)[nH]c(=O)c2c1nc(SCCN1CCCCC1)n2CCCc1ccccc1	3	108	93	96	5	102	105	105
Cn1c2c(c(=O)n(C)c1=O)C(c1ccccc1F)C(C#N)=C(N)O2 (stereo unspecified)	0	102	93	97	3	100	106	98
O=C1C=C(c2ccc(-c3ccccc3)cc2)C[C@@H](c2ccc3c(c2)OCO3)C1	3	78	110	90	19	97	94	98
O=C(COC(=O)/C=C/c1ccccc1)NC1CCCC1	0	91	112	88	10	91	91	91
CCOc1[nH]n(-c2ccc(Cl)cc2)c(=O)c1C=NCC(=O)OC	3	91	99	87	11	96	97	97
CN(C1CCCCC1)S(=O)(=O)c1ccc(NC(=S)NC(=O)c2cccs2)cc1	2	108	119	101	6	104	104	99
C=CCn1c2ccccc2c(=O)c2cc(C#Cc3ccccn3)ccc21	12	75	132	85	0	78	91	87
COc1ccc(-n2c(-c3ccc(Cl)cc3)c[n+]3c2CCCCC3)cc1	0	nt	101	nt	5	nt	107	103
CCN(CC)C(=O)CSc1ncnc2c1cnn2Cc1ccccc1	0	96	91	104	1	103	103	98
O=C(CCc1ccccc1)NC1CCSC1=O (stereo unspecified)	1	107	112	97	7	93	104	99
Cc1ccc(CN(C(=O)Cn2nnc3ccccc32)C(C(=O)NCc2ccco2)c2cccs2)cc1 (stereo unspecified)	1	85	104	92	0	86	98	100
C/C=C(/C)C(=O)O[C@H]1[C@@H](O)c2c(ccc3ccc(=O)oc23)OC1(C)C	0	93	95	100	7	82	95	102
Cc1ccc(NC(=O)Nc2ccc([N+](=O)[O-])cc2)nc1	0	91	90	92	4	92	93	91
CSc1nncc(=O)[nH]1	0	106	91	107	23	109	112	106

(continued)
SMILES	GRK2 inh	AGP1 TOR yeast	CR mimetic SO	LAP4-GFP MLPCN	VLA-4 inh	CIT2 TOR yeast	MEP2 TOR yeast	RPL19A-GFP yeast
CC(C)(C)NC(=O)COC(=O)c1ccccc1Oc1ccccc1	0	106	92	111	-6	101	104	100
O=C(CSc1nc(-c2ccc(F)cc2)cs1)NC(=O)NCc1ccco1	0	95	96	88	5	nt	93	97
COc1cccc(C(=O)NCCCNC(=O)c2cccc(OC)c2)c1	4	100	96	95	-1	98	99	100
Cc1c(CCC(=O)NCCCn2ccnc2)c(=O)oc2cc3occ(C(C)(C)C)c3cc12	0	104	101	113	-7	107	94	101
CCOC(=O)c1ccc(-c2n[nH]c(=O)c3ccccc23)cc1	0	98	113	104	5	109	99	98
COc1ccccc1N1CCN(c2ccc3ccccc3n2)CC1	0	93	94	105	11	93	110	104
COc1ccccc1C(=O)Nn1cnc2ccccc2c1=O	2	99	107	95	8	92	96	95
Fc1ccc(CN2CCN(C(c3ccccc3)c3ccccc3)CC2)cc1	0	91	98	87	-3	95	104	103
CSc1ccc(CN(C)C(=O)c2cc(S(=O)(=O)NCc3ccccc3)ccc2C)cc1	1	110	98	111	7	96	101	95
CC(C)(C)c1ccc(Cn2c(=O)cnc3ccccc32)cc1	1	107	101	96	-2	103	104	103
C=C1CCN([C@@H](C)C(=O)OCc2ccc(C)cc2)S(=O)(=O)c2ccccc21	0	82	92	105	-3	81	89	96
O=C(Nc1cccc(S(=O)(=O)N2CCCCC2)c1)C1CCN(C(=O)c2ccc(Cl)cc2)CC1	0	92	91	91	-23	93	98	91
COc1ccc(Cl)cc1Nc1nc2ccc(C)cc2n2cnnc12	0	95	115	91	5	98	116	105
CC1CCN(S(=O)(=O)c2ccc(NC(=O)CSc3ncccc3C(=O)O)cc2)CC1	2	101	139	100	17	98	100	100
COC(=O)c1c(C)n(-c2ccc(OC)cc2)c2ccc(O)cc12	5	105	111	110	1	106	106	101
CCOC(=O)C(NC(=O)CCl)(Nc1sc(C)c(CC)c1C#N)C(F)(F)F (stereo unspecified)	1	102	100	101	-4	97	103	103
Cc1cccc(NC(=O)C23CCC(C)(C2Br)C3(C)C)c1 (stereo unspecified)	2	92	105	87	-1	92	88	93
O=C(NC(=S)NCCN1CCOCC1)c1ccccc1Cl	0	97	96	96	4	97	96	99
Cc1cc(-c2c(C(=O)N3CCOCC3)c(C)nn2-c2ccccc2)no1	3	110	104	111	-11	104	101	101
N#Cc1sc2nc3c(cc2c1N)CCCC3	0	107	94	114	-4	91	100	105
COc1ccc(OC)c(C2C(C(=O)Nc3ccccc3OC)=C(C)Nc3nc(CCCO)nn32)c1 (stereo unspecified)	0	107	95	105	34	98	104	100
Cc1ccccc1CNC(=O)c1ccccc1N	0	nt	88	103	-3	102	103	99
CCOC(=O)c1cncc(C(=O)O)c1	0	86	102	94	4	101	107	97
N#Cc1ccccc1Cn1c(=O)n(Cc2ccc(C(=O)NCc3ccco3)cc2)c(=O)c2sccc21	0	106	88	97	5	101	98	98
Cc1cc2c(SCC(=O)N3CCN(c4ccccc4)CC3)ncnc2s1	0	103	102	105	-6	93	101	96

Going on with the list:
SMILES	GRK2 inh	AGP1 TOR yeast	CR mimetic SO	LAP4-GFP MLPCN	VLA-4 inh	CIT2 TOR yeast	MEP2 TOR yeast	RPL19A-GFP yeast
CC1=CC(=O)O[C@@H]1[C@@]1(C)C[C@H]2OC(=O)C[C@H]3[C@@H](C)C(=O)C(O)=C1[C@@]23CO	0	101	89	101	28	104	102	97
CCOc1cc(C2C3=C(CC(C)(C)CC3=O)N(C)C3=C2C(=O)CC(C)(C)C3)ccc1O	nt	96	102	90	20	112	105	104
COc1ccc(C2Nc3ccccc3C(=O)N2NS(=O)(=O)c2ccc(C)cc2)cc1 (stereo unspecified)	0	103	92	105	0	113	101	101
CCN(CC)CCOC(=O)c1cccc(Br)c1	3	92	95	93	-3	94	89	89
CCOc1ccc(NC(=O)CCC(=O)c2ccc(F)cc2)cc1	3	99	101	88	8	102	105	104
CCOc1ccccc1NC(=O)CSc1nnc2c(CC)c(C)nc(N)n12	0	89	95	87	4	98	91	93
O=C(Nc1c(F)cccc1F)C(c1ccccc1)c1ccccc1	1	102	88	108	17	101	101	98
Cc1ccc(NC(=O)CSc2nnc(-c3ccncc3)s2)cc1	1	101	110	99	3	99	103	103
Cc1cccc(CC2S/C(=N/N=C/c3ccco3)NC2=O)c1 (stereo unspecified)	2	98	95	100	4	89	95	96
